AmpC detergent = AmpC beta-lactamase inhibition with detergent present | P00811 | AmpC hydrolysis of nitrocefin, absorbance 480 nm, 0.01% Triton | Potency, µM (doses to about 114 µM), inactives show at the top dose activity change, negative = inhibition, hits mostly inhibitors | actives 0.041% (n = 370,000) | AID 485294;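 note: potency is the fitted concentration of half-maximal effect; 0% = no-compound wells and -100% = no-enzyme wells; nearly all actives have a fitted effect of over 25% in size; some results filed as inactive show a strong effect at the top dose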
Target sequence (P00811 whole entry, looked up): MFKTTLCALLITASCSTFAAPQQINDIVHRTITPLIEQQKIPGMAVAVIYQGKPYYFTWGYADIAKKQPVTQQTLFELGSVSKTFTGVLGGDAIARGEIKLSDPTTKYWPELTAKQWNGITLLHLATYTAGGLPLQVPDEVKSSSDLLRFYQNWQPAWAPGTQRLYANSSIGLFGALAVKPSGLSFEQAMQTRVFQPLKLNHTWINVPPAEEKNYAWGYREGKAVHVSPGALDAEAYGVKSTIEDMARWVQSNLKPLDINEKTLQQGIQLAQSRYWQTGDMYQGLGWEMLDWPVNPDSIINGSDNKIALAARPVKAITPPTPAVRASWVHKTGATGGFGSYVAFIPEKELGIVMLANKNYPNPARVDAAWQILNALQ
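AmpC (5.3 nM in the dispensed reagent) in 20 mM phosphate pH 7.0 with 0.01% (detergent screen) or 0.0001% Triton X-100 was preincubated with compounds for 15 min at room temperature. Nitrocefin was then added from an 800 uM solution, and hydrolysis was followed at 480 nm.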
AmpC no deterg = AmpC beta-lactamase inhibition without detergent. AmpC nitrocefin hydrolysis, absorbance 480 nm, 0.0001% Triton. Potency, µM (series often up to 57.1 µM), inactives show top-dose activity change, negative = inhibition, hits mostly inhibitors. actives 0.52% (n = 330,000). P00811;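 note: potency is the fitted concentration of half-maximal effect; plate controls were no compound for no effect and no enzyme for full effect; nearly all actives have a fitted effect of over 20% in size; some results filed as inactive show a strong effect at the top dose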
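20 mM phosphate pH 7.0 + 0.01% (detergent screen) or 0.0001% Triton X-100; 5.3 nM AmpC reagent; cpd preinc 15 min RT; nitrocefin (800 uM stock) to start; A480 q20 s × 4 min; Activity was normalised to no-enzyme and no-compound control wells.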
Tb PYK inh = T. brucei pyruvate kinase inhibition; Q57TT1; TbPYK enzyme, Kinase-Glo Plus ATP luminescence, 45 min; Potency, µM (top dose mostly 76.8 µM), without a hit: at the highest dose activity, negative = inhibition, hits mostly inhibitors; actives 0.12% (n = 410,000); AID 624173; note: potency is the fitted concentration of half-maximal effect; nearly all actives have a fitted effect of over 50% in size
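Screened from lowest to highest concentration, compounds were pinned into TbPYK/substrate mixtures, and ADP (130 uM final) was added. Plates sat at room temperature for 45 min prior to Kinase-Glo Plus detection by luminescence.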
HCV inh = HCV inhibition; Huh7.5.1 HCVcc-Cre infection, luciferase reporter, 44 h; Potency, µM (top dose mostly 41.8 µM), for the others: at the highest dose activity change, negative = inhibition, actives largely listed as inhibitors; actives 3.4% (n = 340,000); note: potency is the fitted concentration of half-maximal effect
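1,000 cells/well; 4 h culture; + compound; + HCVcc-Cre (~0.5 moi); 44 h; luciferase substrate, RT 15 min; read 15 sec.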
AMA1 RON2 block = inhibitors of Plasmodium falciparum AMA1-RON2 interaction; Potency, µM (top dose mostly 58.2 µM), without a hit: at the top dose activity change, negative = inhibition, actives largely listed as inhibitors; AlphaScreen AMA1-biotinylated RON2 peptide binding; actives 0.2% (n = 360,000);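 note: potency is the fitted concentration of half-maximal effect; 0% = vehicle wells and -100% = peptide control; nearly all actives have a fitted effect of over 45% in size; some results filed as inactive show a strong effect at the top dose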
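AMA1 (3D7) with his tag at 25 nM final met compounds first, then biotinylated RON2 peptide at 25 nM; detection used donor plus acceptor beads, 10 µg/mL apiece, read by AlphaScreen after 30 min at room temperature.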
HCMV inh = blocks human cytomegalovirus replication. HFF cells, HCMV-luciferase reporter, 72 h; stronger effect = lower value. activity change, negative = inhibition, % at 57.5 µM. actives 4.5% (n = 410,000); in the data active = activity change below about -60%; inconclusive = no clear call, values can overlap the other calls; inactive = above about -39%
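Inhibition of viral replication was scored as loss of reporter luminescence in HFFs infected with HCMV-luciferase (MOI 1 PFU/cell) for 72 h; compounds tested at 2 doses, normalized to buffer and Salinomycin controls.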
LmPK inh = blocks Leishmania mexicana pyruvate kinase activity; Q27686; purified LmPK, Kinase-Glo ATP luminescence, 1 h; Potency, µM (top dose mostly 57.5 µM), inactives show top-dose activity change, negative = inhibition, actives largely listed as inhibitors; actives 0.37% (n = 290,000); AID 1721; note: potency is the fitted concentration of half-maximal effect
Target sequence (Q27686 whole entry, looked up): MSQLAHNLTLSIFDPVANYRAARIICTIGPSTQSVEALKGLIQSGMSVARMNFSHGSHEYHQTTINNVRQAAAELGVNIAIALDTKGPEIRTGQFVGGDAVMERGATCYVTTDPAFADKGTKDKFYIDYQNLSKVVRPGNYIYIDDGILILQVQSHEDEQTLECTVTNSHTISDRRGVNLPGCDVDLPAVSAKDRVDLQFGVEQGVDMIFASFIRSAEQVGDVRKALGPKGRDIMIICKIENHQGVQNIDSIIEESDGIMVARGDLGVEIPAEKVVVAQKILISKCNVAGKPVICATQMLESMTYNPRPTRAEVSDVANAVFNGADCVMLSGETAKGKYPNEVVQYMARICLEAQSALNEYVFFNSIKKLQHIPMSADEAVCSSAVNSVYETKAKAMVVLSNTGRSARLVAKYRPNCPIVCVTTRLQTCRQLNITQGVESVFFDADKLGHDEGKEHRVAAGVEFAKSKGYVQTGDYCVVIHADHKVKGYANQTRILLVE
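ATP generated from ADP (0.1 mM) and PEP (0.5 mM) by 0.1 nM LmPK over 1 h at room temperature (pH 7.2 imidazole buffer) was detected by coupled luciferase luminescence. Values were normalized to uninhibited and no-enzyme wells.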
The depositor's hits bear a star; ? = inconclusive; / = not tested or not shown; [ ] = another dose, or the depositor's remark. Unless noted, calls come from the whole dose curve; as a rule, active = well fitted curve in the direction sought with a large enough effect; inconclusive = small, poorly fitted or top-dose-only effect, or another doubt; inactive = no such curve, though single readings can be large; an effect the other way counts as inactive or inconclusive. Unless noted, % is set by controls: 0 for no effect and ±100 for the full control effect.

canonical_smiles,AmpC detergent,AmpC no deterg,Tb PYK inh,HCV inh,AMA1 RON2 block,HCMV inh,LmPK inh
CC(C)c1nnc(NC(=O)CCC(=O)N2CCN(c3ccc(F)cc3)CC2)s1,-4%,86%[activator],4%,-3%,-6%,33,-5%
Cc1ccc(OCCNC(=O)c2cccc(S(=O)(=O)N3CCN(Cc4ccccc4)CC3)c2)cc1,/,/,1%,?,87%[activator],0,/
COc1ccc(NC(=O)c2cc3nc(-c4ccccc4)cc(C)n3n2)cc1OC,2%,154%[activator],-5%,?,7%,?,-1%
Cc1ccc(C(=O)N/N=C\c2ccc(Br)o2)o1,1%,-13%,-14%,1%,21%,-37,-2%
CCCCC(=O)Nc1nnc(/C=C/c2ccc(OC)cc2)s1,?,-31%,-1%,2%,10%,/,-9%
c1ccc(C2=NN(c3ccccc3)C(c3ccco3)C2)cc1 (stereo not drawn),6%,-3%,6%,-30%,66%[activator],-38,8%
CN(C(=O)c1cccc(NC(=O)Cc2ccc(NC(=O)C3CCCN(C(=O)C4CCCCC4)C3)cc2)c1)C1CCC1 (stereo not drawn),/,/,4%,?,6%,0,/
Cc1coc2cc3oc(=O)c4c(c3cc12)CCCC4,?,-18%,-1%,?,0%,123,-1%
NS(=O)(=O)c1cccc(NC(=O)COC(=O)COc2ccc3ccccc3c2)c1,?,-3%,-1%,2%,-5%,1,12%
C/C=C(\C)C(=O)O[C@@H]([C@H](O)c1cc2ccc(=O)oc2cc1OC)C(C)(C)O,5%,-5%,-2%,9%,-5%,7,/
S=C(N/N=C/c1ccccc1Cl)Nc1ccccc1,6%,-46%,0%,-5%,73%[activator],6,1%
CC(C)CNc1nnnc2c1sc1nc(N3CCOCC3)c3c(c12)CCCC3,-6%,-26%,2%,4%,-8%,?,0%
CCn1cc(C(C)NC(=O)Nc2ccccc2C(=O)OC)c(C)n1 (stereo not drawn),-1%,-3%,23%,0%,-5%,-34,-2%
COc1ccccc1CNC(=O)CN(C)CC(=O)Nc1ccccc1Br,/,62%[activator],7%,?,13%,?,/
Cc1c(OCC(=O)NCc2cccnc2)ccc2c3c(c(=O)oc12)CCC3,-2%,11%,-2%,-13%,6%,?,0%
COc1ccccc1CN1C(=O)CNC1=S,?,-16%,-6%,29%,61%[activator],/,-7%
CCCCCC(=O)N1CCN(c2ccc(C(C)=O)cc2F)CC1,?,-3%,-5%,2%,0%,12,5%
Cc1ccccc1NC1=CC(=O)CC(C)(C)C1,?,-16%,-20%,18%,0%,33,1%
COc1cccc(N2CCN(C(=O)c3cccn3-c3nnc(N4CCCC4)s3)CC2)c1,3%,/,-3%[15.4 µM],/,/,0,/
CCOc1ccc2nc(NC(=O)CSc3nc4ccccc4c(=O)n3Cc3ccco3)sc2c1,-9%,?,-1%,?,3%,-11,0%
COCCNc1oc(-c2ccc(Cl)cc2)nc1C#N,-6%,-1%,-7%,?,-1%,59,0%
CCOC(=O)c1ccc(S(=O)(=O)N2CCN(C(=O)CSc3nc4ccccc4o3)CC2)cc1,-6%,-13%,15%,?,21%,?,1%
O=S(=O)(Nc1ccc(N=Nc2ccc(O)c3ccccc23)cc1)c1ccccc1,-1%,-24%,-15%,?,?,-19,-8%
O=C1NC(=O)c2cc3ccccc3cc21,5%,-18%,9%,17%,5%,0,/
CCOC(=O)C1CCN(C(=O)C2CCN(C3=NS(=O)(=O)C(c4ccc(C)c(C)c4)=C3C)CC2)CC1,16%,/,0%,/,/,-1,/
CC(OC(=O)c1ccc(S(=O)(=O)N2CCCCC2)cc1)C(=O)NC1CCCCC1C (stereo not drawn),-7%,0%,1%,-11%,-11%,13,4%
O=C(CCN1C(=O)/C(=C/c2ccccc2Cl)SC1=S)Nc1ccccn1,-4%,?,-3%,0%,-22%,4,-3%
CC1=C(C(N)=O)C(c2cccs2)n2ncnc2N1 (stereo not drawn),2%,-1%,-6%,0%,-6%,0,1%
COc1ccccc1NC(=O)Cn1c(=O)n(C)c(=O)c2sc3c(c21)COC(C)(C)C3,-5%,38%,5%,5%,-5%,41,-6%
Cc1ccc(-c2ccc(C(=O)Nc3cccc(F)c3)o2)c2ccccc12,?,?,-7%,?,-21%,-6,3%

Reformatted field by field: entries from further up
C/C=C(\C)C(=O)O[C@@H]([C@H](O)c1cc2ccc(=O)oc2cc1OC)C(C)(C)O
  AmpC detergent = 5%	AmpC no deterg = -5%	Tb PYK inh = -2%	HCV inh = 9%	AMA1 RON2 block = -5%	HCMV inh = 7	LmPK inh = /

S=C(N/N=C/c1ccccc1Cl)Nc1ccccc1
  AmpC detergent = 6%	AmpC no deterg = -46%	Tb PYK inh = 0%	HCV inh = -5%	AMA1 RON2 block = 73%[activator]	HCMV inh = 6	LmPK inh = 1%

Further entries.
Fields – AmpC detergent	AmpC no deterg	Tb PYK inh	HCV inh	AMA1 RON2 block	HCMV inh	LmPK inh
O=C(c1ccc2ccccc2c1O)N1CCCCC1
→ /	/	-9%	/	4%	-2	/
CCN(C[C@H]1N[C@@](C)(C(=O)OC)[C@H]2C(=O)N(C)C(=O)[C@@H]12)S(=O)(=O)c1ccc(C(F)(F)F)cc1
→ /	8%	1%	3%	0%	-21	/
CN(c1ccccc1)c1nc(N)c([N+](=O)[O-])c(NCCO)n1
→ -2%	-33%	1%	-28%	0%	-5	5%
CCOC(=O)C1CCN(/C=C2/C(=O)NC(=S)N(c3ccccc3F)C2=O)CC1
→ 0%	-7%	-2%	18%	-3%	2	-3%
COc1cc(/C=C/C(=O)O)ccc1S(=O)(=O)N1CCCc2ccccc21
→ 2%	-19%	1%	-5%	2%	-18	9%
CNc1nc(NCc2ccccc2)c2ccccc2n1
→ ?	-36%	3%	11µM*	0%	28	-4%
COc1ccc(CNC(=O)Cn2nnc(-c3ccccc3F)n2)cc1
→ -5%	/	-6%	/	/	-1	/
COc1ccc(C(=O)N/C(=C\c2cn(C)c3ccccc23)C(=O)N2CCOCC2)cc1
→ 0%	34%	7%	8%	1%	?	1%
FC(F)(F)c1cccc(Nc2ncnc3ccccc23)c1
→ 7%	-34%	0%	-26%	1%	-31	2%
CCC1(CC)NC(=O)N(CC(=O)OCn2nnc3ccccc3c2=O)C1=O
→ 9%	55%[activator]	1%	24%	0%	41	4%
COc1ccccc1C(=O)Nc1nc2nc(C)cc(=O)n2[nH]1
→ 25%	/	0%	/	/	1	/
CCOC(=O)C1=C(C(=O)OCC)N(CC2CCCCC2)CCC1=O
→ /	/	-5%	-7%	-1%	-22	/
Cc1cc(NS(=O)(=O)c2ccc(NC(=O)COc3ccccc3Br)cc2)no1
→ 26%	/	-1%	/	/	7	/
CN(C)c1oc(-c2ccc(COc3ccccc3)o2)nc1C#N
→ 5%	/	-9%	/	/	1	/
CC(=O)NC(CC(=O)NCCc1ccccc1)c1ccccc1 (stereo not drawn)
→ -11%	-6%	4%	0%	-12%	40	-10%
CCCCCCNCCn1cnc2c(N)ncnc21
→ ?	-7%	1%	19%	-12%	-40	1%
CCOC(=O)c1c(NC(=O)COC(=O)Cc2n[nH]c(=O)c3ccccc23)sc(C(=O)N(C)C)c1C
→ ?	-23%	-10%	?	21%	27	/
Cc1cccc(C)c1NC(=O)Nc1nnc([C@H]2C[C@H](O)[C@@H](CO)O2)s1
→ /	/	-8%	/	-3%	7	/
CCCCC1=CC2=CC(=O)C(C)(OC(=O)CC)C(=O)C2=CO1 (stereo not drawn)
→ /	/	1%	-11%	-8%	-2	/
COc1ccc(Cl)cc1Nc1nc(-c2sc(NC(=O)c3ccccc3)nc2C)cs1
→ ?	-42%	/	/	/	/	0%
CCOc1ccc(-c2nc(SCC(=O)Nc3ccc(C)c(C)c3)n3[nH]c(=O)cc3n2)cc1
→ -4%	/	8%	/	/	21	/
COc1ccc(NC(=O)NNC(=O)CCC(=O)Nc2ccccc2Cl)cc1
→ 5%	-6%	-3%	-13%	42%[activator]	31	-1%
CC(=O)Nc1ccc(-c2csc(Nc3ccc(S(N)(=O)=O)cc3)n2)cc1
→ -11%	-23%	3%	22%	-13%	-24	2%
C[C@]12c3[nH]c4cc(-c5ccco5)ccc4c3CCN1C(=O)[C@@H](CC(=O)NCCC1=CCCCC1)C[C@@H]2C(=O)N1CCCCC1
→ /	109%[activator]	5%	?	?	-14	/
Cc1ccc(NC(=O)Cn2c(=O)n(CCC(=O)NCc3ccc4c(c3)OCO4)c(=O)c3sccc32)c(C)c1
→ 19%	/	-7%	/	/	-21	/
NS(=O)(=O)c1ccc(CNc2nc(-c3cccnc3)nc3ccccc23)cc1
→ -14%	-41%	2%	-23%	-6%	-2	0%
Cc1cccc(CSC2=NCCN2S(=O)(=O)c2ccc(F)cc2)c1
→ -3%	0%	0%	/	23%	-12	7%
CCOC(=O)c1ccc2[nH]c3c(c2c1)CCCC3
→ 5%	-23%	-1%	7%	-27%	72	2%
COc1cc(/C=N/c2oc(-c3ccccc3)cc2C#N)ccc1O
→ -1%	?	-7%	2%	13%	-30	-1%

An excerpt of these results, field by field.
> COc1ccc(NC(=O)NNC(=O)CCC(=O)Nc2ccccc2Cl)cc1
  AmpC detergent = 5% | AmpC no deterg = -6% | Tb PYK inh = -3% | HCV inh = -13% | AMA1 RON2 block = 42%[activator] | HCMV inh = 31 | LmPK inh = -1%
> CC(=O)Nc1ccc(-c2csc(Nc3ccc(S(N)(=O)=O)cc3)n2)cc1
  AmpC detergent = -11% | AmpC no deterg = -23% | Tb PYK inh = 3% | HCV inh = 22% | AMA1 RON2 block = -13% | HCMV inh = -24 | LmPK inh = 2%
> C[C@]12c3[nH]c4cc(-c5ccco5)ccc4c3CCN1C(=O)[C@@H](CC(=O)NCCC1=CCCCC1)C[C@@H]2C(=O)N1CCCCC1
  AmpC detergent = / | AmpC no deterg = 109%[activator] | Tb PYK inh = 5% | HCV inh = ? | AMA1 RON2 block = ? | HCMV inh = -14 | LmPK inh = /
> Cc1ccc(NC(=O)Cn2c(=O)n(CCC(=O)NCc3ccc4c(c3)OCO4)c(=O)c3sccc32)c(C)c1
  AmpC detergent = 19% | AmpC no deterg = / | Tb PYK inh = -7% | HCV inh = / | AMA1 RON2 block = / | HCMV inh = -21 | LmPK inh = /

High-throughput results as filed in PubChem.
